Yeast eIF2B = modulators of yeast eIF2B activity; S. cerevisiae eIF2B-epsilon R284H, GCN4-lacZ luminescence; inhibition, % at 25 µM (by protocol); 27,000 compounds, 0.91% hits;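 active = mutant luminescence inhibited past about 50% while wild type luminescence and mutant growth stay under set limits, limit read from the data; inconclusive = mutant versus wild type luminescence inhibition gap past a set limit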; also: some compounds called inactive have numbers as strong as hits
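Material – yeast eIF2B-epsilon R284H mutant carrying GCN4–beta-galactosidase fusion · Medium – YPD yeast growth medium · Compound – one concentration, 25 µM, 0.25% DMSO · Times – 16 h at 30 °C exposure · Signal – Beta-Glo luminescence plus absorbance at 595 nm · Read-out – % inhibition of reporter signal and growth versus controls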
Yeast growth tox = Inhibitors of S. cerevisiae growth, toxicity; S. cerevisiae wild-type growth, A595 turbidity, 16 h; growth inhibition, % at 25 µM (by protocol); 30,000 compounds, 0.3% hits;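 active = mutant and wild-type yeast strains alike exhibit over 30% growth inhibition; inconclusive = a strain exceeds 50% while the second remains under 30%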;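 also: 0% = untreated cell controls and 100% = YPD media blanks without cells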
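System – wild-type and eIF2Bepsilon-R284H mutant S. cerevisiae, screened separately · Measured by – absorbance at 595 nm (turbidity) · Timing – 16 h compound exposure during growth at 30 °C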
Yeast growth tox inhibition % = recorded beside Yeast growth tox, whose call it bears; growth inhibition, %; S. cerevisiae eIF2Bepsilon-R284H mutant growth, A595 turbidity, 16 h;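 each compound tested once at 25 µM; 0% equals untreated cells and 100% equals cell-free medium blanks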
Yeast eIF2B mutant toxicity = recorded beside Yeast eIF2B, whose call it bears; growth inhibition, %; measured here: mutant yeast growth, toxicity;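 each compound tested once at 25 µM; zero equals untreated control growth and 100 equals blank medium absorbance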
Active calls of the source: *; ? = inconclusive; / = no result given.

SMILES | Yeast eIF2B | Yeast eIF2B mutant toxicity | Yeast growth tox | Yeast growth tox inhibition %
COC(=O)c1c(C(=O)OC)n(CCCN)c2ccc(C)cc12 | 9 | -14 | 11 | -14
[O-]/[N+](=C/c1ccc(F)cc1)c1ccc(Cl)cc1 | 16 | 16 | 5 | 16
Cc1ccc(-n2cnnn2)c(S(=O)(=O)N2CCOCC2)c1 | -3 | 15 | 3 | 15
CCOc1ccc(S(=O)(=O)NCc2cccs2)cc1 | 10 | 12 | 0 | 12
CCOc1cccc(C2C(C(=O)c3ccc(C)o3)=C(O)C(=O)N2c2nccs2)c1 (centres undefined) | 18 | -29 | 1 | -29
Cc1nn(-c2ccc(Cl)cc2Cl)c(=O)c2ccccc12 | 22 | -10 | -6 | -10
CCN=c1sc(C(=O)OC)cc(=O)n1CC | / | / | 10 | 0
Cc1nnc(N(Cc2ccco2)C(=O)c2ccno2)s1 | 41 | 4 | -14 | 4
COc1ccc(-n2ncc3c(N4CCc5ccccc54)ncnc32)cc1 | 25 | -33 | -26 | -33
O=C(OCC(=O)N1CCOCC1)C(c1ccccc1)c1ccccc1 | 8 | -9 | 8 | -9
COC(=O)CSc1nnc(CNC(=O)c2cc(OC)c(OC)c(OC)c2)n1C | 17 | / | 8 | 0
Cc1c(OCc2ccccc2)c(=O)ccn1Cc1ccc(Cl)cc1 | 14 | 3 | -18 | 3
Clc1ccccc1-c1nn2c(-c3ccncc3)nnc2s1 | 5 | -3 | ? | /
Cc1cc(C)c(NC(=O)CSc2nnc(-c3ccncc3)n2Cc2ccco2)c(Cl)c1 | -2 | -4 | 4 | -4
Cc1ncc(S(=O)(=O)c2ccc(Cl)cc2)c(-c2ccccc2)n1 | 31 | 19 | 9 | 19

Compound profiles (already shown).
Profile of `CCN=c1sc(C(=O)OC)cc(=O)n1CC` → Yeast eIF2B: /; Yeast eIF2B mutant toxicity: /; Yeast growth tox: 10; Yeast growth tox inhibition %: 0
Profile of `Cc1c(OCc2ccccc2)c(=O)ccn1Cc1ccc(Cl)cc1` → Yeast eIF2B: 14; Yeast eIF2B mutant toxicity: 3; Yeast growth tox: -18; Yeast growth tox inhibition %: 3
Profile of `O=C(OCC(=O)N1CCOCC1)C(c1ccccc1)c1ccccc1` → Yeast eIF2B: 8; Yeast eIF2B mutant toxicity: -9; Yeast growth tox: 8; Yeast growth tox inhibition %: -9

(listing goes on)
SMILES | Yeast eIF2B | Yeast eIF2B mutant toxicity | Yeast growth tox | Yeast growth tox inhibition %
N#Cc1nc(-c2cccs2)oc1N1CCN(c2ccccc2)CC1 | 22 | / | / | /
COC(=O)Cc1ccc(NC(=O)c2ccc(Br)o2)cc1 | -10 | -15 | -4 | -15
COc1ccc(NC(=O)N2CC(C)OC(C)C2)cc1OC (centres undefined) | 12 | -2 | 5 | -2
CC(=O)Nc1sc(NC(=O)c2ccc(C)cc2)nc1-c1cccs1 | 29 | -23 | -36 | -23
COc1ccc(OC(C)C(=O)N2CCOCC2)cc1 (centres undefined) | -9 | -9 | 18 | -9
COc1ccc(Cc2nnc(NC(=O)Cn3cnc4c3c(=O)n(C)c(=O)n4C)s2)cc1 | -60 | -3 | 6 | -3
CCOC(=O)c1sc(NC(=O)CSc2n[nH]c(-c3ccccc3)n2)c(C#N)c1C | -7 | 19 | 9 | 19
CC(C)(C)OC(=O)N1CCCC(C(=O)CC#N)C1 (centres undefined) | 20 | -10 | -8 | -10
Cc1nnc(SCC(=O)Nc2ccccc2)[nH]c1=O | / | / | 5 | 0
Cn1c(C(=O)N2CCCC(C(=O)NCCCSC3CCCCC3)C2)cc2sccc21 (centres undefined) | 23 | -4 | 2 | -4
N#Cc1c(NCCN)nc(NCc2ccccc2)c2c1CCN(Cc1ccccc1)C2 | 11 | -7 | 6 | -7
N#CCc1nnc2n1-c1ccccc1CCC2 | 13 | 4 | 14 | 4
COc1cccc(-c2cc(C(F)(F)F)nc(-n3cccn3)n2)c1 | 20 | 21 | 21 | 21
O=Cc1ccc(-c2ccccc2OC(F)(F)F)o1 | / | / | 8 | 15
CCOC(=O)c1ccc(Oc2c(C)oc3c(CN4CCN(C)CC4)c(O)ccc3c2=O)cc1 | 27 | / | 3 | 0
Cc1cccc(-n2nnc(C(=O)NC3CCCc4ccccc43)c2N)c1 (centres undefined) | 19 | 11 | 1 | 11
CC(C)c1ccc(OCC(=O)NCc2ccco2)cc1 | / | / | -1 | 0
Cc1sc2c(c1C)c(=O)n(-c1cccc(C(F)(F)F)c1)c(=O)n2CC(=O)NCc1ccco1 | / | / | 6 | -2
CCN1CCN(c2nc(C)c3c(n2)CCCC3=O)CC1 | -3 | / | -2 | 0
O=C(Cn1cnc2c(nnn2Cc2ccc(F)cc2)c1=O)OCc1ccccc1 | 8 | 12 | 3 | 12
O=S(=O)(N/N=C1\CC(c2ccccc2)Oc2ccccc21)c1ccccc1 (centres undefined) | 28 | -24 | 0 | -24
CCOC(=O)Cc1nnc(NC(=O)Nc2ccccc2)s1 | 16 | 11 | 5 | 11
O=C(NC1CCCC1)c1ccc(CN2CCOCC2)cc1 | 18 | 32 | 15 | 32
Cc1nnc(NC(=O)c2oc3c(ccc4ccccc43)c2C)s1 | -8 | -19 | 20 | -19
CC1CN(CC(=O)c2c(N)n(Cc3ccccc3)c(=O)n(C)c2=O)CC(C)O1 (centres undefined) | 0 | -10 | -28 | -10
Cc1cc(/C([O-])=C(/C(=S)Nc2ccc(F)cc2)[n+]2ccccc2)c(C)n1-c1ccc(F)cc1 | 33 | -50 | 9 | -50
CCOC(=O)c1cc2c(=O)n3ccccc3nc2n(Cc2ccco2)c1=NC(=O)c1cccnc1 | 23 | -4 | 3 | -4
O=C(NCc1cccs1)C1CC(=O)N(C2CCCC2)C1 (centres undefined) | -5 | -36 | 48 | -36
C=CCc1c(C)nc2c(C(=O)O)cnn2c1C | 27 | 3 | 13 | 3
CCOC(=O)Cc1csc(NC(=O)c2c(-c3c(Cl)cccc3Cl)noc2C)n1 | 11 | 14 | 15 | 14
CCOC(=O)c1cn(CC(=O)Nc2ccc(C)cc2)nn1 | 5 | 10 | 8 | 10
COC(=O)c1c(C(=O)OC)c(-c2ccc(C)cc2)n2c1CS(=O)C2 (centres undefined) | 7 | 15 | 11 | 15
CCOC(=O)C1C(C)=CC(=O)CC1c1ccco1 (centres undefined) | 20 | -5 | 9 | -5
COc1cccc(/C=C/C(=O)c2c(O)cc(C)oc2=O)c1O | 25 | 44 | 34* | 44*
CCCC(N)CCCCCC(=O)O (centres undefined) | 22 | 16 | 9 | 16
O=S(=O)(NCc1ccccc1)c1cccc2nonc12 | 16 | / | 9 | 0
Cc1ccc(C)c2[nH]c(=O)c(C(c3nnnn3Cc3ccccc3)N3CCc4ccccc4C3)cc12 (centres undefined) | 18 | 10 | 15 | 10
Cc1ccc(P(C)(=O)c2ccc(C)cc2)cc1 | 23 | 12 | 20 | 12
Cc1ccc(-c2nnc(SCC(=O)Nc3ccccc3N3CCOCC3)o2)cc1 | 13 | 26 | 20 | 26
O=S(=O)(c1cccc2cccnc12)N1CCc2ccccc21 | 10 | -14 | -21 | -14
COc1ccccc1NC(=O)C1CCCN(c2cc(C)nc3ncnn23)C1 (centres undefined) | 20 | -8 | 2 | -8
N/C(Cc1cccs1)=N\OC(=O)COc1ccccc1 | 28 | 10 | 5 | 10
COc1ccc(OC)c(C2C(C(=O)c3cc4ccccc4o3)=C(O)C(=O)N2c2cc(C)on2)c1 (centres undefined) | 22 | 7 | 5 | 7
COc1ccc(N(Cc2cc3cc(OC)ccc3[nH]c2=O)S(C)(=O)=O)cc1 | -8 | 10 | 26 | 10
O=C(NC12CC3CC(CC(C3)C1)C2)N1CCC(O)CC1 | -37 | -4 | 13 | -4
Cc1cc(C(=O)NCCCc2ccccc2)no1 | 17 | 18 | 4 | 18
O=C(NCc1ccccc1)c1ccc2nc(-c3ccco3)c(-c3ccco3)nc2c1 | 10 | 16 | 26 | 16
Cc1c(Cl)ccc2c1NC(=O)[C@]21N[C@@H](CCC(N)=O)[C@H]2C(=O)N(c3ccc(F)cc3)C(=O)[C@H]21 | -27 | 11 | 25 | 11
Cc1ccc(C(=O)N2CCN(C(=O)CN3CCOCC3)C2)cc1 | 27 | 10 | 12 | 10
N#CC1=C2SCC(O)(c3ccccc3)N2C(=O)CC1c1ccccc1F (centres undefined) | 27 | 21 | 25 | 21
COc1ccc(NC2CS(=O)(=O)CC2NCc2ccccc2)cc1 (centres undefined) | 14 | -21 | 4 | -21
CC1(C)NC(=O)N(CC(O)CN2CCCC2)C1=O (centres undefined) | -45 | 9 | -2 | 9
CCC(C)(C)n1nnnc1C(c1cc2ccc(OC)cc2[nH]c1=O)N1CCc2ccccc21 (centres undefined) | 5 | -4 | -9 | -4
Cn1c(Cc2cccs2)nnc1SCC(=O)N1CCCc2ccccc21 | 12 | 16 | 16 | 16
O=C1c2ccccc2N2C(=O)c3ccccc3C2N1O (centres undefined) | 30 | -29 | -2 | -29
CCOC(=O)CSc1nc(C)c(C(C)=O)cc1C#N | 3 | 13 | 27 | 13
CC1(C)CC(=O)C(/C=N/n2c(C(F)(F)F)nc3ccccc3c2=O)=C(O)C1 | 20 | 12 | 25 | 12
CC(C)(C)C(=O)Nc1ccc(C(=O)Nc2cccnc2)cc1 | 12 | 28 | -1 | 28
Cc1oc(-c2ccccc2F)nc1CN1CCC(C(=O)NCc2cccnc2)CC1 | -6 | / | 4 | 0
COc1ccc(N(C(=O)c2ccc(S(=O)(=O)N3CCOCC3)cc2)C2C=CS(=O)(=O)C2)cc1 (centres undefined) | 28 | -4 | -17 | -4

Additional entries.
SMILES | Yeast eIF2B | Yeast eIF2B mutant toxicity | Yeast growth tox | Yeast growth tox inhibition %
CS(=O)(=O)Nc1ccc(C(=O)NCc2ccc3c(c2)OCO3)cc1 | -3 | 5 | 10 | 5
N#Cc1ccc(C(c2nnnn2Cc2ccccc2)N2CCCC2)cc1 (centres undefined) | 21 | -14 | -5 | -14
O=C1c2ccccc2NC(c2ccc(Cl)cc2Cl)N1Cc1ccccc1 (centres undefined) | / | / | 1 | 21
CCCCC(c1nnnn1CCOC)N1CCN(CC)CC1 (centres undefined) | 6 | -6 | -9 | -6
Cc1ccccc1N(CC(=O)O)S(C)(=O)=O | 9 | 13 | 2 | 13
Brc1ccc(-c2nc3ncccn3c2NC2CCCCC2)o1 | / | / | 18 | 3
O=C(Nc1cccc2ccccc12)N1CCN(Cc2ccccc2)CC1 | 12 | 5 | 9 | 5
C=CCSc1ncccc1C(=O)NCc1ccccc1 | -11 | -15 | -11 | -15
O=C(O)CCSc1nnc(-c2cccnc2)n1-c1ccccc1 | 7 | 18 | 18 | 18
Cc1ccc(C(=O)n2cnnc2N)cc1C | -16 | 28 | -4 | 28
CCOC(=O)c1cnc(SCC(=O)Nc2ccc(N3CCOCC3)cc2)nc1N | 14 | -11 | -4 | -11
Cc1sc2nc(C)n(/N=C/c3ccccc3)c(=O)c2c1C | -25 | -14 | -10 | -14
CC1=C(C(=O)OCCOC(C)C)C(c2cccnc2)C2=C(CCCC2=O)N1 (centres undefined) | 20 | -27 | -10 | -27
CC(C)[C@H](NC(=O)OC(C)(C)C)c1nnc(S(=O)(=O)Cc2c(F)cccc2Cl)o1 | 24 | 3 | 7 | 3
CCOC(=O)CCc1c(C)c2ccc(O)cc2oc1=O | 39 | -11 | -1 | -11

Among those listed so far, three contain a tert-butyl group.
SMILES | Yeast eIF2B | Yeast eIF2B mutant toxicity | Yeast growth tox | Yeast growth tox inhibition %
CC(C)(C)OC(=O)N1CCCC(C(=O)CC#N)C1 (centres undefined) | 20 | -10 | -8 | -10
CC(C)(C)C(=O)Nc1ccc(C(=O)Nc2cccnc2)cc1 | 12 | 28 | -1 | 28
CC(C)[C@H](NC(=O)OC(C)(C)C)c1nnc(S(=O)(=O)Cc2c(F)cccc2Cl)o1 | 24 | 3 | 7 | 3

Next section
SMILES | Yeast eIF2B | Yeast eIF2B mutant toxicity | Yeast growth tox | Yeast growth tox inhibition %
O=c1c(Cc2ccccc2)c(O)nc2n1CCS2 | -6 | / | / | /
O=C(CCc1nc(-c2ccccc2F)no1)NCCN1CCN(Cc2ccccc2)CC1 | 9 | / | 43 | 0
O=c1c2c3c(sc2n2cnnc2n1-c1ccccc1)N(Cc1ccccc1)CCC3 | 17 | 7 | -13 | 7
COCCN(CCOC)S(=O)(=O)c1ccc(OC)cc1 | 15 | / | 1 | 0
CC(OC(=O)c1ccco1)C(=O)NCc1cccs1 (centres undefined) | 18 | 17 | -1 | 17
Cc1ccc(CS(=O)(=O)CCC(=O)NCCN2CCCCC2C)cc1 (centres undefined) | 34 | 16 | 3 | 16
CCOC(=O)c1sc(-c2ccccc2)cc1N | -36 | -16 | 8 | -16
O=C(NCCCN1CCOCC1)c1c(O)c2cc(Br)cc(Br)c2[nH]c1=O | 25 | 22 | 18 | 22
Cc1ccc(C)c(NC(=O)c2nnn(Cc3ccccc3C)c2N)c1 | -24 | 17 | -1 | 17
CC(C)(C)NC(=O)CN(C(=O)CS(=O)CC(=O)Nc1ccc(F)cc1)c1ccc(F)c(Cl)c1 (centres undefined) | -22 | -3 | 8 | -3
Cc1ccc(C(=O)c2cn[nH]c2-c2cc(Cl)ccc2O)cc1 | 16 | 19 | 13 | 19
COC(=O)Cc1cc(=O)[nH]c(/N=C(\N)Nc2ccccc2C)n1 | 27 | 10 | 2 | 10

Some of the compounds tested (hit frequency here may not be typical).
